High-throughput results: PubChem BioAssay, several laboratories
HSF1 inh: HSF1 inhibition | hit rate 0.77% among 300,000 | NIH3T3-HGL HSE-luciferase, MG132-induced, luminescence 8 h; active compounds read low | activity change, negative = inhibition, % at 7.5 µM (by protocol) | AID 2098;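 active = more than half of replicate wells show activity change below -50%, luminescence cut by over half; inconclusive = some wells, but at most half, below -50%; inactive = no replicate well below -50%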;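 also: luciferase reports HSF-1 transcriptional activity via heat shock element; 0% = median of DMSO wells and -100% = zero luminescence signal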
DYRK1A inh: Dyrk1A (rat) kinase inhibition. inhibition, % at 12.5 µM. ADP-Glo luminescence, NFATc1 peptide. Q63470. AID 504441. hit rate 0.43% among 310,000; in the data active = inhibition above about 50%;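 also: plate controls were vehicle with enzyme for no effect and no enzyme for full effect; many of its hits are not listed in these tables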
GSK3B inh: inhibitors of human GSK3beta kinase; P49841; GST-GSK3beta kinase, ADP-Glo luminescence, 60 min; active compounds read low; activity score (negative = inhibition), % at 10 µM; hit rate 0.038% among 300,000;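 active = more than half of replicate wells score below -50%, meaning over 50% inhibition versus plate controls; inconclusive = some replicates but at most half score below -50%; inactive = no replicate scores below -50%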;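 also: 0% = median DMSO wells and -100% = median GW8510 positive control wells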
Target sequence (P49841 whole entry, looked up): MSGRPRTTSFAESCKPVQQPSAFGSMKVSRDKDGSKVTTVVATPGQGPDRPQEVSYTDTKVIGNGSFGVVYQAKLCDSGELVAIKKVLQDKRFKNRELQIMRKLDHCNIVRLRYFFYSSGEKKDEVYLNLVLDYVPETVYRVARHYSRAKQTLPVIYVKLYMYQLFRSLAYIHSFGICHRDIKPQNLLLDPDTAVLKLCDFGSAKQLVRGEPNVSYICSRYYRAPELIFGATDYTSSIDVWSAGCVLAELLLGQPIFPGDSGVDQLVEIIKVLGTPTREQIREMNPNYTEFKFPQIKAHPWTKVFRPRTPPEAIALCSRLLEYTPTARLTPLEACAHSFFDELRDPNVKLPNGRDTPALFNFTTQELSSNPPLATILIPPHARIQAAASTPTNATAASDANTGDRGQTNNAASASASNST
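test system = GST-tagged human GSK3beta kinase, cell-free | reagent = 25 µM ATP with peptide substrate | dosing = one dose of 10 µM per compound | schedule = 60 min reaction, RT | detection = luminescent ADP-Glo measurement of ADP formed | control set = DMSO neutral wells and GW8510 at 20 µM as positive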
Platelet DG rel: platelet dense granule release activity; inhibition, %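 (compounds screened at 7.5 µM in platelet-rich plasma)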; hit rate 0.22% among 300,000; AID 1663; human platelet-rich plasma, SFLLRN dense granule ATP release, luminescence;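 active = mean replicate score, as percent of positive control, at or above 50; inconclusive = mean below 50 but at least one replicate at or above 50; inactive = mean and every replicate below 50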
AI-2 QS modul: Vibrio harveyi AI-2 quorum sensing modulation. Vibrio harveyi JMH597 AI-2 luminescence/OD600 ratio, 9 h; active compounds read low; strain lacks LuxN and CqsS sensors; 0 = neutral-control median. activity change, % at 7.5 µM. hit rate 0.4% among 300,000. AID 2094; in the data active = activity change below about -75%, passing the limit was not always enough; inconclusive = no clear call, values can overlap the other calls;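 also: luminescence divided by OD600 gain over 9 h not by final OD600 alone; inactives centre near 13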
PolyA inhibitor: inhibitors of polyadenylation in S. cerevisiae; calls only at 12 µM; S. cerevisiae SKY197-pL101 polyadenylation reporter, beta-gal luminescence; efflux-impaired pdr1/pdr3 knockout yeast; score 100 = 6 SD above DMSO; hit rate 0.02% among 300,000;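 active = lowest replicate activity score at least 50, where 100 means six control SD above control mean; inconclusive = lowest score under 50 but half or more replicates reach 50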;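 also: yeast exposed to compound for 9 h at 30 °C; higher score means more reporter readthrough which indicates perturbed polyadenylation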
HSF1 activator: increases HSF-1 driven luciferase reporter signal; NIH3T3-HGL HSF-1 luciferase reporter, MG132, 8 h; 100% = twice DMSO control signal; activation, % at 9 µM; hit rate 1.7% among 300,000; AID 504408;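 active = mean replicate activation of at least 50% with a set share of replicates each reaching 50%; inconclusive = only one of those two conditions met; inactive = mean below 50% and too few replicates reaching it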;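 also: 0% = median of the neutral control wells and 100% = twice that signal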
GSK3 alpha inh: inhibitors of human GSK-3 alpha kinase | ADP-Glo luminescence, 60 min | P49840 | AID 2650 | hit rate 0.1% among 320,000 | inhibition, % at 10 µM;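 in the data active = inhibition above about 50%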;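 also: GST-tagged GSK-3 alpha with peptide substrate and 25 µM ATP; 0% = DMSO neutral wells and 100% = GW8510 positive control wells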
Target sequence (P49840 whole entry, looked up): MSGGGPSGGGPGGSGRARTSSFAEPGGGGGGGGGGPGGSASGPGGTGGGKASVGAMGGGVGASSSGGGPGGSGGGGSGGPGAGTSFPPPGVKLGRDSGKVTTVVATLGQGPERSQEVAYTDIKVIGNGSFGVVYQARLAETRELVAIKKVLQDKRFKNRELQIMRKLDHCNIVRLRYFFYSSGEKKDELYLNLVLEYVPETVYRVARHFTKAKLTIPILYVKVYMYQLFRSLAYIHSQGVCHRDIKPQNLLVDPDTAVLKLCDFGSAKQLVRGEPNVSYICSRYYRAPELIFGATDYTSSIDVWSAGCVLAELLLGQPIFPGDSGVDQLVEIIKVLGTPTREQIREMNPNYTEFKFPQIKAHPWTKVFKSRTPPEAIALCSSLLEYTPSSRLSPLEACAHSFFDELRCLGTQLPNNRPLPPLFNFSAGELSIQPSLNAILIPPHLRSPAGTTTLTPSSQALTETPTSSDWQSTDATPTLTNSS
HSP90 inh: HSP90 refolding inhibition in rabbit reticulocyte lysate | luciferase refolding luminescence, 3 h | inhibition, % at 5.6 µM | hit rate 0.91% among 290,000 | AID 1789;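 active = inhibition above the screen-wide mean plus 3 SD, computed separately per campaign, cut at about 16% in these data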;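 also: 0% = DMSO wells and 100% = 60 µM geldanamycin wells; inhibitors lower the luminescence because luciferase stays unfolded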
HDAC3 inhib: inhibitors of human histone deacetylase 3; O15379; recombinant HDAC3, fluorogenic peptide/trypsin coupled, fluorescence; inhibition, % at 8.3 µM; hit rate 0.15% among 320,000; in the data active = inhibition above about 26%, passing the limit was not always enough; inconclusive = no clear call, values can overlap the other calls
Active calls of the source: *; i = inactive; u = inconclusive; x = not tested or not shown. Not all compounds are listed; the hit share may differ from the screen's.

SMILES | HSF1 inh | DYRK1A inh | GSK3B inh | Platelet DG rel | AI-2 QS modul | PolyA inhibitor | HSF1 activator | GSK3 alpha inh | HSP90 inh | HDAC3 inhib
Cc1oc2c(C)c3oc(=O)c(CCC(=O)NCCCN4CCCC4=O)c(C)c3cc2c1C | -3 | 11 | -1 | 4 | 21 | i | -4 | -2 | -2 | 0
CN1CCN(C(=O)/C(=C/c2cn(S(=O)(=O)N(C)C)c3ccccc23)NC(=O)c2ccccc2)CC1 | 6 | x | 1 | 7 | -5 | i | -7 | 1 | -8 | 2
COc1ccc(NC(=O)N2CCC(C(=O)c3ccc4c(c3)OCCO4)CC2)cc1 | 0 | 2 | 3 | 8 | -1 | i | -18 | -1 | 0 | -1
Oc1c(Cl)cccc1C=Nc1cc(C(F)(F)F)ccc1N1CCCC1 | -1 | 6 | 4 | u | 7 | i | 5 | 2 | -1 | 3
CN1CCN(CCOc2ccc(Cc3ccccc3)cc2)CC1 | -7 | 1 | 0 | 4 | 6 | i | -3 | 1 | -1 | 9
Cc1nc2ccccc2c2oc(C(=O)Nc3ccc(C(C)C)cc3)cc12 | -7 | 6 | -6 | 16 | -7 | i | -9 | 1 | 0 | 1
Cc1c(C2(O)C(=O)Nc3ccc(F)cc32)c(=O)n(-c2ccccc2)n1C (centres undefined) | -3 | 1 | 2 | 2 | 4 | i | 8 | -1 | 1 | 0
C/C(=N\Nc1ccc(S(=O)(=O)Nc2ccccc2)cc1[N+](=O)[O-])c1ccc(N2CCOCC2)cc1 | x | 11 | -4 | -1 | 16 | i | x | 0 | -1 | 4
Clc1ccc(CO/N=C2\CCCc3nonc32)cc1 | 17 | 2 | 1 | -15 | 30 | i | 33 | 0 | -2 | 0
CCOC(=O)C1=C(C)NC(C)=C(C(=O)OCC)C1/C=C/c1ccccc1 | 2 | -8 | 0 | 9 | 7 | i | 18 | -1 | -2 | -1
O=C(CCS(=O)(=O)c1ccc(Br)cc1)N1CCN(c2ccc(Cl)cc2)CC1 | 6 | -3 | 0 | 3 | 8 | i | -6 | x | 3 | 3
CC(=O)c1ccc(NS(=O)(=O)c2ccccc2)cc1 | 5 | 0 | 1 | -2 | 22 | i | 1 | 0 | 1 | 18
Cc1cc(NC(=O)COc2c(C)cccc2C)no1 | -5 | x | 1 | 2 | 32 | i | -7 | x | 5 | x
CCCc1cc(-c2nc(-c3ccc(C)cc3)cs2)ccn1 | 13 | 8 | 1 | -2 | 9 | i | 8 | -5 | -5 | 15
CCOC(=O)c1cnc2c(Cl)c(Cl)ccc2c1NCCN1CCOCC1 | -3 | -5 | 0 | 0 | 18 | i | -14 | 0 | -1 | 10
Cc1c(C(=O)NCCSCc2cccc(C(F)(F)F)c2)cnn1-c1ccc(Cl)cc1 | 5 | x | -12 | -3 | -2 | i | 2 | -3 | -1 | -2
C=C(C)COc1ccc(-c2nc(N)nc(C(F)(F)F)c2-c2ccc(OC)cc2)c(O)c1 | 4 | -6 | 3 | 3 | 11 | i | 27 | -2 | 10 | -2
O=C(NCc1ccco1)c1ccc2c(c1)N(Cc1ccccc1)C(=O)CS2=O (centres undefined) | 3 | -4 | -1 | 5 | -7 | i | 3 | 0 | 5 | 5
Cc1ccoc1C(=O)N1CCN(C(=O)c2occc2C)CC1 | 5 | -7 | -3 | 5 | 18 | i | 6 | -2 | -4 | -3
COc1cc2c(cc1NC(=O)COC(=O)CNS(=O)(=O)c1ccc(C)cc1)oc1ccccc12 | 12 | -4 | 4 | 20 | 30 | i | 40 | 1 | 5 | -3
CCOc1cc(C)nc(NCCc2ccc(OC)c(OC)c2)n1 | -2 | -3 | 0 | -3 | 6 | i | 38 | -2 | -2 | 1
Cc1ccc(NC(=O)CCS(=O)(=O)c2ccc(Br)cc2)nc1 | -6 | 1 | -9 | -4 | 14 | i | 1 | -1 | 9 | 8
Cc1cccc(-n2ccc(=O)c(C(=O)Nc3ccc(S(=O)(=O)Nc4onc(C)c4C)cc3)n2)c1 | -5 | -6 | 0 | 4 | 15 | i | -19 | -2 | 7 | 1
CCC(Cc1ccccc1)NC(=O)C1CCN(S(=O)(=O)c2c(C)noc2C)CC1 (centres undefined) | -13 | -1 | 1 | -4 | 31 | i | -34 | -2 | -6 | x
CC1CCCC(C)N1C(=O)CSc1nnc(CSc2ncccn2)n1C (centres undefined) | x | -6 | 3 | -7 | 14 | i | x | -2 | 3 | -2
CCOCCn1c(CN2CCN(c3ccc(F)cc3)CC2)nc2c1c(=O)n(C)c(=O)n2C | 3 | -9 | 1 | 2 | 14 | i | -1 | -4 | -2 | 4
CCc1ccc(-c2nc(CS(=O)CC(=O)NCc3cccnc3)c(C)o2)cc1 (centres undefined) | -74* | 8 | -4 | 2 | 15 | i | -78 | x | -3 | -2
CC(C)(C)NC(=O)CN1C(=O)NC(c2ccccc2)(c2ccccc2)C1=O | -6 | -6 | 2 | 8 | 9 | i | 7 | -1 | 3 | -5
C=CCN=C(C)C1=C(O)CCC1=O | -2 | -5 | -2 | -78 | 17 | i | 16 | -4 | 0 | -1
CC(=O)Nc1ccc(S(=O)(=O)NC(C(=O)O)C2=CCC=CC2)cc1 (centres undefined) | -8 | 1 | 2 | -2 | 21 | i | 3 | -1 | -1 | -2
O=C(Cc1ccccc1)Nc1ccc2oc(=O)ccc2c1 | -4 | -9 | -1 | 0 | 8 | i | -12 | -1 | -5 | -1
S=C(NCc1ccco1)Nc1ccc(Cl)cn1 | 10 | 2 | 1 | 9 | 17 | i | 20 | 1 | 3 | 1
Cc1ccc2cc(C)c(N3CCN(c4ccc(F)cc4)CC3)nc2c1 | -1 | 0 | 0 | 3 | 6 | i | 5 | -4 | 3 | -8
CCCn1c(NC(=O)c2ccco2)nc2ccccc21 | -7 | x | 4 | -6 | 8 | i | 1 | 1 | 0 | 14
Cc1cccc2c(C(=O)N3CCN(c4ccccc4)CC3)cc(-c3ccncc3)nc12 | -70* | -5 | -1 | -17 | 25 | i | -75 | -3 | 2 | -3
CCOP(=O)(OCC)c1ccccc1OCP(C)(=O)COc1ccccc1P(=O)(OCC)OCC | 1 | -2 | -1 | -3 | 24 | i | -8 | -2 | -6 | -4
O=C(NC(=O)c1ccc(F)cc1)Nc1nc(-c2cccs2)cc(C(F)(F)F)n1 | -3 | -2 | -1 | -22 | 1 | i | -4 | -1 | -4 | 6
CC(C)CCNC(=O)c1ccc2c(Cl)c3c(nc2c1)CCC3 | -46 | 8 | 0 | 4 | 26 | i | -56 | 1 | 9 | -4
COc1ccc(NC(=O)c2cc(S(=O)(=O)N3CCOCC3)cn2C)c(OC)c1 | -3 | -2 | -1 | 59* | 11 | x | -8 | 0 | -4 | -3
Cc1ccc(C(=O)Nc2ccc(NC(=O)c3ccc(C)o3)cc2)o1 | -7 | -5 | -1 | -6 | 24 | i | -14 | 0 | 7 | -3
OC1C[N+]2(CCCCC2)C1 | -2 | 0 | 2 | 5 | -5 | i | -7 | -1 | 0 | -1
Cc1[nH]c(=S)[nH]c(=O)c1CCC1OCCO1 | -5 | 0 | 6 | 8 | 5 | i | 1 | -3 | 0 | -2
CCn1nc(C)c(CN2CCC(n3nccc3NC(=O)c3ccccc3OC)CC2)c1C | -5 | 4 | 0 | -2 | 18 | i | 8 | -1 | -3 | 3
N#CC1(NC(=O)COC(=O)c2cc(O)c3ccccc3c2O)CCCCC1 | 10 | 30 | -1 | -1 | 25 | i | 24 | -1 | x | 6
Cc1cc(=O)oc2c(CN(C)Cc3ccccc3)c(O)ccc12 | -6 | -3 | 0 | 12 | 25 | i | -18 | -1 | 1 | -318
CC(=O)NCCNC(=O)c1ccc2c(c1)S(=O)(=O)c1ccccc1C2=O | -4 | -2 | x | 5 | x | i | -3 | 2 | 2 | 0
CCOc1ccccc1NC(=O)CSc1nnc2ccc(-c3ccccn3)nn12 | -16 | 4 | 2 | 7 | 13 | i | -28 | x | x | x
CCOCCCn1c(C)nc2c(c1=O)c1nc3ccccc3nc1n2-c1ccc2c(c1)OCCO2 | 6 | x | -3 | 11 | -1 | i | 33 | -2 | 2 | 2

Shown as a markdown table: part of the list above.
| canonical_smiles | HSF1 inh | DYRK1A inh | GSK3B inh | Platelet DG rel | AI-2 QS modul | PolyA inhibitor | HSF1 activator | GSK3 alpha inh | HSP90 inh | HDAC3 inhib |
| --- | --- | --- | --- | --- | --- | --- | --- | --- | --- | --- |
| OC1C[N+]2(CCCCC2)C1 | -2 | 0 | 2 | 5 | -5 | i | -7 | -1 | 0 | -1 |
| Cc1[nH]c(=S)[nH]c(=O)c1CCC1OCCO1 | -5 | 0 | 6 | 8 | 5 | i | 1 | -3 | 0 | -2 |
| CCn1nc(C)c(CN2CCC(n3nccc3NC(=O)c3ccccc3OC)CC2)c1C | -5 | 4 | 0 | -2 | 18 | i | 8 | -1 | -3 | 3 |
| N#CC1(NC(=O)COC(=O)c2cc(O)c3ccccc3c2O)CCCCC1 | 10 | 30 | -1 | -1 | 25 | i | 24 | -1 | x | 6 |

More results follow:
SMILES | HSF1 inh | DYRK1A inh | GSK3B inh | Platelet DG rel | AI-2 QS modul | PolyA inhibitor | HSF1 activator | GSK3 alpha inh | HSP90 inh | HDAC3 inhib
COc1cccc(NC(=O)CN2C(=O)C3(OCCCO3)c3ccccc32)c1 | 2 | -4 | -6 | 22 | 7 | i | -16 | -2 | 0 | -2
Cc1nnc(NC(=O)C2CC(=O)N(C(C)c3ccccc3)C2)s1 (centres undefined) | 0 | -1 | 2 | -16 | 18 | i | -1 | 1 | 0 | 0
CC(C)(C)n1nnnc1C(c1ccccc1F)N1CCN(C(=O)c2ccco2)CC1 (centres undefined) | 0 | -5 | 0 | 4 | 3 | i | -21 | 0 | 2 | 5
O=C(Nc1cccc(Cl)c1)c1ccncc1 | 4 | 11 | -5 | -22 | -4 | i | 28 | 7 | -1 | 5
COc1ccc2c(c1)cc(C(=O)N/N=C/c1c(O)c(C(=O)O)cc3ccccc13)n2C | -10 | 29 | 0 | 21 | 23 | i | -32 | -1 | -4 | 7
CC1CCN(C(=O)CNC(=O)c2ccc(Cl)cc2Cl)CC1 | 3 | 1 | 0 | 2 | -1 | i | 20 | 4 | -3 | -2
COc1cc(C(=O)Nc2nnc(CC(C)C)s2)c([N+](=O)[O-])cc1OC | 2 | 2 | -1 | 8 | -9 | i | 8 | x | 5 | -1
Cc1cccc(C(=O)NC2CCN(S(=O)(=O)c3ccccc3F)CC2)c1 | -1 | 16 | 0 | -6 | 16 | i | 6 | 4 | -1 | -1
COc1ccc(Oc2nnc(-c3ccc(C)cc3)c3ccccc23)cc1 | -8 | x | 5 | -6 | 1 | i | -1 | 0 | -5 | 1
